GCN5L2 inh: qHTS Assay for Inhibitors of GCN5L2. Histone acetyltransferase KAT2A (Homo sapiens), Q92830. GCN5L2 HAT assay, ThioGlo1 CoA-SH fluorescence. Potency, µM (titrated, usually from 58.9 µM), inactives show at the top dose activity change, negative = inhibition, actives largely listed as inhibitors. 390,000 tested, 0.21% active
Target sequence (Q92830 whole entry, looked up): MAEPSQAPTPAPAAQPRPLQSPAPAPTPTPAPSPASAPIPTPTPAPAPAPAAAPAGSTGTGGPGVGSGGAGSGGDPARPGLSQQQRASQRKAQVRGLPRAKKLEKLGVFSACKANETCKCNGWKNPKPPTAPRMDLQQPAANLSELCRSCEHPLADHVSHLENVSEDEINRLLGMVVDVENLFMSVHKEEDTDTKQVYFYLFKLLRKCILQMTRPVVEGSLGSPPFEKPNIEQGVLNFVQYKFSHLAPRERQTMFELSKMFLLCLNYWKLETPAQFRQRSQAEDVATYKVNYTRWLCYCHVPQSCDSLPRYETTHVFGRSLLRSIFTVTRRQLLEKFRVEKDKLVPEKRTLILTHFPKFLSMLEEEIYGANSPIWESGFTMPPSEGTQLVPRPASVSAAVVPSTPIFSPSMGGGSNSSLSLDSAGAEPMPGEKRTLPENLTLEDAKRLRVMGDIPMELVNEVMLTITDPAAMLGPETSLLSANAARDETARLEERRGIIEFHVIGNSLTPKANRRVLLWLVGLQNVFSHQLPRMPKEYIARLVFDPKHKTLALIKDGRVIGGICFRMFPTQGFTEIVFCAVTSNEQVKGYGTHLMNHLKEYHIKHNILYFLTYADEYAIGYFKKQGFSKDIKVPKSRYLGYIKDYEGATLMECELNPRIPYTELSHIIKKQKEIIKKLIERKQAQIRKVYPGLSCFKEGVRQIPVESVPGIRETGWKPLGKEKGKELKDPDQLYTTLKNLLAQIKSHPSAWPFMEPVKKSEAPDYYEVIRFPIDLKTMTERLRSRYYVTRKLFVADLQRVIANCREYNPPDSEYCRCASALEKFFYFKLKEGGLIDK
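qHTS, 1536-well. 20nM enzyme, pH 7.5 HEPES/EDTA/Tween-20 buffer; 15 min compound preinc., RT. Start: 75uM H3(1-25), 70uM AcCoA, 50uM ThioGlo1. Read Ex340/Em540 at t=0 (autofluorescence flag) and t=20 min.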
TDP1 cell CPT: qHTS for Inhibitors of human tyrosyl-DNA phosphodiesterase 1 (TDP1): qHTS in cells in presence of CPT; chicken DT40 Tdp1-/-;hTDP1 cells + 20 nM CPT, ATP luminescence, 48 h; Potency, µM (titrated, usually from 46.2 µM), without a hit: at the top dose activity change, negative = growth inhibition, most hits filed as inhibitors; 420,000 tested, 12% active; AID 686979, 2013; also: nearly all actives have a fitted effect of over 55% in size
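Cell growth measured by CellTiter-Glo luminescence after a minimum 48 h, 37 C compound exposure with 20 nM CPT in Tdp1-knockout DT40 cells stably expressing hTDP1, seeded 400/well; qHTS titration format.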
DT40 TDP1 no CPT: qHTS for Inhibitors of human tyrosyl-DNA phosphodiesterase 1 (TDP1): qHTS in cells in absence of CPT | DT40 Tdp1-/- hTDP1 cells, no CPT, ATP luminescence, 48 h | Potency, µM (titrated, usually from 46.2 µM), without a hit: at the highest dose activity change, negative = growth inhibition, actives largely listed as inhibitors | 420,000 tested, 15% active | AID 686978, 2013; also: nearly all actives have a fitted effect of over 55% in size
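Cells were dispensed at 400 per well, compounds added by pin tool, plates incubated ≥48 hr at 37 °C, then CellTiter-Glo added for 30 min at room temperature before luminescence reading. Line: DT40 Tdp1-/- complemented with hTDP1; camptothecin omitted.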
* marks the source's active call; other numbers are inactive results; ? = inconclusive; · = not tested or not shown; & = joins results of further samples; [ ] = another dose, or the depositor's remark. Calls follow the shape of the dose curve; as a rule, active = well fitted curve in the direction sought with a large enough effect; inconclusive = small, poorly fitted or top-dose-only effect, or another doubt; inactive = no such curve, though single readings can be large; an effect the other way counts as inactive or inconclusive. % is scaled to controls: 0 for no effect and ±100 for the full control effect; potency is read from the fitted curve at half-maximal effect.

SMILES	GCN5L2 inh	TDP1 cell CPT	DT40 TDP1 no CPT
OCCN=Cc1c(O)[nH]c2ccccc12	-5%	7%	8%
Cc1ccc(/C(O)=C2/C(=O)C(=O)N(Cc3ccco3)C2c2cccs2)cc1 (centres undefined)	-11%	-25%	-15%
CN(C)CCCNc1cc(C(C)(C)C)nc2c(-c3ccccc3)cnn12	-12%	?	16µM*
COc1ccc(Cl)cc1NC(=O)COC(=O)CC(C)(C)CC1=NS(=O)(=O)c2ccccc2N1	-17%	?	21µM*
COc1ccc(N(CC(=O)N2CCN(C)CC2)S(=O)(=O)c2cc(C)ccc2OC)cc1Cl	-1%	2%	-5%
Cc1ccccc1OC(C)C(=O)NCCCN1CCOCC1 (centres undefined)	-20%	2%	12%
Cc1cc(S(=O)(=O)N2CCCCC2)ccc1OCC(=O)N1CCOCC1	?	-7%	0%
Cc1ccccc1N1CCN(C(=O)[C@@H]2CCCN2C2=NS(=O)(=O)c3ccccc32)CC1	-4%	?	-17%
COc1ccc(CN2CCOc3ccc(C(O)c4cccnc4)cc3C2)c(F)c1 (centres undefined)	·	1%[9.04 µM]	?
C=CCN1CN(S(=O)(=O)c2cccc(Cl)c2)c2nc3ccccc3nc21	-9%	?	?
CCc1nc2ccc(C(=O)NCCc3ccc(OC)cc3)cc2nc1CC	-2%	?	?
C[N+]1(CC(=O)c2ccc(Oc3ccccc3)cc2)CCOCC1	·	?	?
COc1ccc(NC(=O)c2cc([N+](=O)[O-])ccc2N2CCCCC2)cc1OC	-2%	21µM*	?
COc1ccc(C)cc1NC(=O)C12CCC(C)(C(=O)O1)C2(C)C (centres undefined)	-7%	11%	-11%
C(=C1c2ccccc2-c2ccccc21)c1ccncc1	·	?	23µM*
C=CC[C@@H](CC(=O)N[C@H](CO)Cc1ccccc1)C(=O)N[C@@H](COC(=O)[C@@H](CC=C)Cc1ccc(F)cc1)Cc1ccccc1	0%	?	?
O=C(C1CC1)N1CCc2cc(Br)cc(S(=O)(=O)NCC3COc4ccccc4O3)c21 (centres undefined)	-3%	-14%	-21%
COc1ccc(CSc2nc(C)cc(C)c2C#N)cc1	-10%	6%	4%
CCN(Cc1ccccc1)C(=O)c1cccs1	·	-14%	-29%
C=CCNc1nc(Nc2ccc(Cl)cc2)nc(OC)n1	-1%	4%	-10%
Cc1ccc(NC(=O)Cn2cc(S(=O)(=O)Cc3cccc(Cl)c3)c3ccccc32)cc1C	-11%	?	?
CC(Oc1ccc2ccccc2c1)C(=O)NNC(=S)NC(=O)c1ccco1 (centres undefined)	-1%	23µM*	16µM*
COc1cc(NC(=O)C2CCC(CNc3c(N4CCCCC4)c(=O)c3=O)CC2)cc(OC)c1 (centres undefined)	-6%	-8%	?
Nc1nc2ncc(CNc3ccc(C(=O)NC(CCC(=O)O)C(=O)O)cc3)nc2c(=O)[nH]1 (centres undefined)	-21%&-18%&-1%	8%&-8%	19%&-3%
O=C(COC(=O)Cc1ccc(F)cc1)NCc1ccco1	-1%	-1%	16%
O=C(CC1C(=O)Nc2ccccc2N1CC(=O)N1CCCC1)Nc1ccc(Br)cc1 (centres undefined)	-3%	-7%	3%
CC(C(=O)NC1C(=O)N2C(C(=O)O)=C(CSc3nnnn3C)CSC12)n1cc(Br)cn1 (centres undefined)	-4%	1%	8%
CCCCn1c(-c2c(Cl)c(C)nn2C)n[nH]c1=S	-11%	1%	2%
COc1ccc(CN(C)C(=O)c2ccc3c(=O)n4c(nc3c2)CCC4)c(OC)c1	-22%	?	?
Cc1cc(-n2nc3ccccc3n2)c(O)c([N+](=O)[O-])c1	-1%	1%	1%
O=C1NC(=O)C2(N1)C(=O)c1cccc3cccc2c13 (centres undefined)	·	-1%	?
CC(c1nnc(SCC(=O)Nc2cc([N+](=O)[O-])ccc2F)n1Cc1ccccc1)N(C)C (centres undefined)	-2%	-27%	-26%
Cc1cc2nc(NCCCO)n(CC(=O)c3cc(C(C)(C)C)c(O)c(C(C)(C)C)c3)c2cc1C	-3%	16µM*	23µM*
CCOc1cc(S(=O)(=O)NCc2ccccc2)ccc1F	0%	?	?
CC1(C)CC(=O)N(c2ccccc2)C1(C)O (centres undefined)	-1%	10%	11%
COc1ccccc1CCNC(=O)C(=O)NCC(c1ccco1)S(=O)(=O)c1ccc(F)cc1 (centres undefined)	1%	16µM*	?
COC(=O)[C@@H]1C[C@@H]2CC[C@@H](O)C[C@@H]2N1Cc1ccc(OC)cc1	-2%	25%	-11%
C=CCn1c(SCC(=O)C(C)(C)C)nnc1-c1cccs1	3%	-7%	-5%
CC1C(O)CC2C(C(=O)O)=CO[C@@H](O[C@H]3OC(CO)C(O)C(O)C3O)C21 (some centres undefined)	2%	-12%	-12%
COc1ccc(CCNC(=O)COC(=O)c2cnccn2)cc1	0%	0%	5%
COc1ccc(C2OC(=O)C(C)(C)C(=O)C2(C)C)cc1OC (centres undefined)	1%	4%	-6%
CCCc1ccc(OCC(O)CN2CCN(c3ccccc3)CC2)cc1 (centres undefined)	0%	?	?
CCn1c(=NC(=O)C2COc3ccccc3O2)sc2c(OC)ccc(OC)c21 (centres undefined)	-11%	?	15µM*
Cc1cc(NS(=O)(=O)c2ccc(NC(=O)c3ccc(F)cc3)cc2)nc(C)n1	-5%	-8%	0%
Cc1ccc(S(=O)(=O)N2CCC3CC2c2cc(Cl)ccc23)cc1 (centres undefined)	·	-6%	?
Cc1csc(SCC(=O)Nc2sc3c(c2C#N)CCC3)n1	-11%	?	?
C[C@@H]1CN([C@H](C)CO)C(=O)c2cc(Br)cnc2O[C@@H]1CN(C)C(=O)CC1CC1	·	-1%	-19%
Cc1ccc(C(=O)N2CCN(Cc3nc4sc5c(c4c(=O)[nH]3)CCCC5)CC2)cc1	-3%	29µM*	21µM*
COc1cc(C(=O)NCC(=O)Nc2c(C)cccc2C)ccc1OCc1ccccc1	1%	4%	-13%
Cc1cc2c(c(=O)n1Cc1ccccn1)C(c1ccc3c(c1)OCO3)C(C#N)=C(N)O2 (centres undefined)	-4%	-27%	?
Nc1cc(=O)[nH]c(SCC(=O)Nc2ccccc2Sc2ccc(Cl)cc2)n1	-3%	-25%	?
COc1cccc(-c2nnc(SCc3cccnc3)o2)c1	-9%	-1%	-25%
CCCCCn1cnc2sc(-c3ccccc3)cc2c1=O	1%	-19%	-7%
CC(C)N(CC#CCC(O)(c1ccccc1)c1ccccc1)CCO	3%	-4%	-28%
CCC(C)NC(=O)Nc1ccccc1F (centres undefined)	-7%	-5%	3%
Cc1ccc(S(=O)(=O)NC(=O)C2(C)CCN2C(=O)c2ccccc2)cc1 (centres undefined)	·	0%	-10%
CN(c1ccc(C(=O)NCc2ccco2)cc1)S(C)(=O)=O	-1%	-2%	-13%
C[C@H]1CN([C@@H](C)CO)C(=O)CCCn2cc(nn2)CO[C@@H]1CN(C)C(=O)c1ccncc1	·	-14%	20%
COc1ccc([C@H]2CC(=O)C=C(c3cccc(Cl)c3O)C2)cc1OC	-2%	?	?
Cc1cccc(CNC(=O)c2cnn(-c3nccc(-c4ccccc4C(F)(F)F)n3)c2C)n1	·	9%[9.04 µM]	?
(next part)
SMILES	GCN5L2 inh	TDP1 cell CPT	DT40 TDP1 no CPT
Cc1ccccc1NC(=O)CN1C(=O)S/C(=C/c2cccnc2)C1=O	-7%	-7%	14%
CCCCn1c(SCC(=O)Nc2ccc3c(c2)CCC3)nc2ccccc2c1=O	0%	?	0%
COc1cc(S(=O)(=O)n2ccc(C)n2)c(OC)cc1Cl	-17%	-3%	-17%
Cc1cccc(CN2C(=O)c3ccccc3Sc3ccc(C(=O)NCCc4ccccc4)cc32)c1	-15%	-16%	?
O=C(NCc1ccccc1Cl)c1ccc(CSc2nc3ccncc3[nH]2)cc1	-7%	-9%	?
COc1ccccc1C(=O)N1CCN(C(=O)c2oc3ccc(C)cc3c2C)CC1	-4%	?	?
CC(C)(C)N1C(=O)c2ccccc2NC(=O)C1C(=O)NCCOc1ccccc1 (centres undefined)	·	-5%	?
CCN(CC)C(=O)c1ccc2c(=O)n(CCOC)c(=S)[nH]c2c1	-14%	?	?
COc1ccc(NCc2nnc(SCC(=O)Nc3cc(C(F)(F)F)ccc3Cl)o2)cc1	2%	-10%	-25%
Cc1c(-c2ccccc2)n[nH]c1C(=O)NN	-6%	1%	24%
O=C(CCc1ccc(S(=O)(=O)N2CCOCC2)cc1)N/N=C/c1ccc(O)c(O)c1O	-19%	?	?
COc1ccc2[nH]c(=O)c(CN(CCCN(C)C)C(=O)Nc3ccccc3)cc2c1	-5%	?	?
O=C(COC(=O)c1ccccc1-n1cnnn1)c1ccccc1	-10%	7%	-24%
COC(=O)/C=C1\N/C(=N/c2nc(C)c3cc(OC)ccc3n2)NC1=O	-3%	12µM*	9.2µM*
Cc1cccn2cc(CCNS(=O)(=O)c3cccs3)nc12	-15%	-22%	-22%
O=C(CCSc1ccc(F)cc1)NNC(=O)c1ccccc1Cl	2%	-18%	5%
Cc1ccccc1N(Cc1cc(=O)[nH]c2ccccc12)C(=O)C(C)C	-14%	-6%	?
Cc1c(Cl)cccc1NC(=O)CCN1CCCCC1	-5%	3%	-17%
O=C(CSc1nc2ccccc2c(=O)[nH]1)NCc1ccc(Cl)cc1	-2%	-25%	-3%
COc1ccc(-c2cc(C(=O)N3CCCCCC3)no2)cc1	-6%	-22%	-2%
COc1ccc(CCNC(=O)c2cc(-c3ccc(Cl)cc3)on2)cc1OC	1%	-2%	0%
O=c1c2ccccc2cnn1Cc1n[nH]c(=S)n1-c1ccccc1	-3%	9%	-16%
CCOc1ccc(-c2nnc(SCC(=O)Oc3ccccc3)o2)cc1	-4%	?	-5%
Cc1cccc(NC(=O)COC(=O)c2ccccc2OCc2cccc(Br)c2)c1	·	18µM*	22µM*
O=C(CN(C(=O)CCC(=O)Nc1ccccn1)c1ccc(F)cc1)NCc1ccc(F)cc1	-7%	-3%	?
Cc1noc(C)c1CSc1nc2ccccc2n1CCc1ccccc1	-8%	?	?
CS(=O)(=O)N(CC(=O)Nc1ccc(S(=O)(=O)N2CCOCC2)cc1)c1ccccc1Cl	-5%	6%	-21%

Screening results: PubChem BioAssay, National Center for Advancing Translational Sciences (NCATS)
